High-throughput results (PubChem)
Tb PFK block: inhibitors of T. brucei phosphofructokinase; O15648; Potency, µM (top dose mostly 57.5 µM), inactives show at the highest dose activity, negative = inhibition, usual class: inhibitors; AID 485367; 0.17% of 330,000 active; T. brucei PFK, ADP-Glo luminescence;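 further: potency means the concentration at half of the fitted maximal effect; 0% = uninhibited 1x PFK enzyme wells and -100% = no-enzyme wells; nearly all actives have a fitted effect of over 60% in size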
Target sequence (O15648 whole entry, looked up): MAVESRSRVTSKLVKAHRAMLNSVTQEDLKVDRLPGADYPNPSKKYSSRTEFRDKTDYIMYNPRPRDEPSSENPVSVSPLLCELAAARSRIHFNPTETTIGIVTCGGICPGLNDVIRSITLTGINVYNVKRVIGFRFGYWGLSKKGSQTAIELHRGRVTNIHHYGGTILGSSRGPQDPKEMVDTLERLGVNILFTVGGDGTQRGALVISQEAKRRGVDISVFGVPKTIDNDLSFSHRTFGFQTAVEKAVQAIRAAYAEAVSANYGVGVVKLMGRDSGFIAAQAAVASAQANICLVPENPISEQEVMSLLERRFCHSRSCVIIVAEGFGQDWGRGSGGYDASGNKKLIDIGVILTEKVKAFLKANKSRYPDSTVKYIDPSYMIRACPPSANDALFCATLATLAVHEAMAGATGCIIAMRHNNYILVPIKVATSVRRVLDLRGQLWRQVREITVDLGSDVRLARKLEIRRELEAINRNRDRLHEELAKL
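Activity is normalized to no-enzyme wells (full inhibition) and 1.25 nM enzyme wells (no inhibition). Reaction: 0.5 mM F6P, 0.1 mM ATP, 45 min RT, ADP-Glo luminescence; concentration-response curves fitted and classed by quality.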
Integrin act MD: integrin-mediated muscular dystrophy alleviation activation | AID 624291 | 0.064% of 350,000 active | alpha7betagal myoblasts, beta-gal FDG fluorescence, 48 h | Potency, µM (highest dose often 38.3 µM), for inactives: at the highest dose activation, actives largely listed as activators;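 further: potency means the concentration at half of the fitted maximal effect; 100% = response of the positive control SU9516; nearly all actives have a fitted effect of over 60% in size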
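Alpha7betagal+/- myoblasts (passage 13) were plated 16-24 hr, then exposed to compounds (1:260 dilution of DMSO stock) for 48 hours at 37C. After MPER lysis, β-galactosidase reporter activity was read as FDG fluorescence (ex 480/em 540) after 30 minutes.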
ASM inhibitor: human S-ASM enzyme inhibition | P17405 | placental ASM, HMU-PC fluorogenic substrate, 60 min | Potency, µM (highest dose often 57.5 µM), without a hit: at the highest dose activity change, negative = inhibition, most hits filed as inhibitors | 0.006% of 340,000 active | AID 504937; further: potency means the concentration at half of the fitted maximal effect
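Steps: dispense placental human ASM, pin compound, wait 10 min at room temperature, add HMU-PC0 substrate at 9 uM final, incubate 60 min at 37 °C, add stop solution raising pH to 10, read fluorescence.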
TSG101-PTAP inh: blocks PTAP/TSG101 interaction to inhibit HIV-1 budding | 340,000 tested, under 10 active | Fluorescence polarization, FITC-PTAP peptide / Tsg101 binding | Q99816 | Potency, µM (series often up to 115 µM), for the others: at the highest dose activity change, negative = inhibition, hits mostly inhibitors | AID 493005; active means well fitted inhibition curve with a large enough effect in the main read-out, with a control signal flat, not every such curve was filed as active; inconclusive means small, poorly fitted or top-dose-only effect, or effect the other way, or a change in a side signal; inactive means no such curve, though single readings can be large or run the other way; further: potency means the concentration at half of the fitted maximal effect; % of control where 0% means no effect
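Fluorescence polarization binding of Tsg101 binding domain (10 uM final) to FITC-labeled PTAP peptide (50 nM final) in HEPES pH 7.5 buffer with NaCl, Tween 20, EDTA, TCEP. Compounds added before peptide; binding 20 min at RT.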
TSHR antagonist: antagonists of human thyroid stimulating hormone receptor; P16473; TSHR-expressing cells, TSH-stimulated cAMP HTRF, 2 h; hits give low values; activity change, negative = inhibition, % at 11.5 µM; 0.2% of 330,000 active;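 active means activity change below a set negative limit, meaning inhibition stronger than a set level, cut at about -70% in these data; inconclusive means activity change between two set negative limits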; further: on the % scale 0 is the no-effect control and ±100 the full control effect
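TSHR-expressing cells were treated with compounds, then stimulated with TSH at EC80 (4nM final) for 2 hours at 37 deg C. Cellular cAMP was measured by HTRF competition between lysate cAMP and cAMP-d2 for a cryptate-labelled anti-cAMP antibody.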
Mito fusion yeast: mitochondrial division inhibition or fusion activation. 0.23% of 320,000 active. S. cerevisiae fusion-defective mutant growth rescue, CellTiterGlo 48 h. AID 485298. Potency, µM (series often up to 46.1 µM), without a hit: at the top dose growth rescue (activation), actives largely listed as activators;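 further: potency means the concentration at half of the fitted maximal effect; % of control where 0% means no effect; nearly all actives have a fitted effect of over 45% in size; temperature-sensitive fusion mutants such as fzo1-1 at 37 °C on non-fermentable ethanol glycerol medium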
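Luminescent cell viability in 1536-well qHTS format served as the measure of rescued growth in ts fusion-mutant S. cerevisiae cultured on non-fermentable YPEG for 48 hours at 37C.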
A-T KAP1 phos: potential ataxia-telangiectasia treatments restoring KAP-1 phosphorylation; […] A-T fibroblasts, KAP-1 phosphorylation AlphaLISA; neocarzinostatin DNA damage 30 min before lysis; Potency, µM (highest dose often 57.5 µM), without a hit: at the top dose activation, usual class: activators; 0.19% of 320,000 active; further: potency means the concentration at half of the fitted maximal effect; % of control where 0% means no effect; nearly all actives have a fitted effect of over 45% in size
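hTERT-immortalized A-T patient fibroblasts ([…]), 500 cells/well in OPTI-MEM, 1% FBS, got compounds for 60 min, then NCS for 30 min at 37C. Lysates were then assayed for phospho-KAP-1 by AlphaLISA (anti-pKAP1 donor, anti-KAP1 acceptor beads), 6 hr at 25C.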
ELG1 DNA repair: ELG1-dependent DNA repair inhibition. HEK293T ELG1-luciferase reporter, luminescence, 16 h; DNA damage induced by 5-fluorouridine. Potency, µM (series often up to 46.1 µM), for inactives: top-dose activity change, negative = inhibition, most hits filed as inhibitors. 2.3% of 330,000 active; further: potency means the concentration at half of the fitted maximal effect; on the % scale 0 is the no-effect control and ±100 the full control effect; nearly all actives have a fitted effect of over 55% in size
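Cells (2,000 per well) received 5-fluorouridine plus test compound or DMSO and were incubated 16 hr at 37 °C, 5% CO2. Luciferase activity was read by luminescence 30 min after ONE-Glo addition; signal suppression marked inhibition of damage-induced ELG1 function.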
Eya2 inh: inhibitors of human Eya2 phosphatase activity | O00167 | recombinant Eya2, OMFP fluorescence dephosphorylation (OMFP is methylfluorescein phosphate) | Potency, µM (series often up to 76.9 µM), inactives show at the highest dose activity, negative = inhibition, most hits filed as inhibitors | 0.006% of 330,000 active | AID 488837; further: potency means the concentration at half of the fitted maximal effect; on the % scale 0 is the no-effect control and ±100 the full control effect
Target sequence (O00167 whole entry, looked up): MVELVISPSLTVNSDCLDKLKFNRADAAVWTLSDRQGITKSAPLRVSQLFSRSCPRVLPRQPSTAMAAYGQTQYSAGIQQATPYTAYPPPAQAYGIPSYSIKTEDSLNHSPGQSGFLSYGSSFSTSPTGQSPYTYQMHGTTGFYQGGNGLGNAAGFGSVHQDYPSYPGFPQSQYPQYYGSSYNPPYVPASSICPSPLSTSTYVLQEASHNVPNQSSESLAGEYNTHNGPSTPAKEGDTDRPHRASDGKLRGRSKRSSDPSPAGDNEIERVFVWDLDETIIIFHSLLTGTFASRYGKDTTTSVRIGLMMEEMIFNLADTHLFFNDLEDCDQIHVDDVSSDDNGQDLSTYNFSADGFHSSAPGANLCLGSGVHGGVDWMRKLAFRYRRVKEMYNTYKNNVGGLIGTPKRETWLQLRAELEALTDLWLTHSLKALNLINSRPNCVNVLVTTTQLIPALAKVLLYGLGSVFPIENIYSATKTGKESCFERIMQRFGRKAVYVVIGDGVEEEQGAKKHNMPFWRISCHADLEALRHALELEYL
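Eya2 protein (added as 0.2 uM solution) was preincubated with compound for 10 min at ambient temperature in 50 mM HEPES pH 7.5, 50 mM NaCl, 5 uM MgCl2, 0.05% BSA, 1 mM DTT. OMFP (added at 50 uM) then reacted 10 min; fluorescence read at 485/525 nm.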
TCR activator: activators of T cell receptors | primary human leukocytes, anti-CD3, IL-2 HTRF, 48 h | Potency, µM (highest dose often 9.22 µM), for the others: at the highest dose activation of IL-2 secretion, actives largely listed as activators | 330,000 tested, under 10 active | AID 504894; further: % of control where 0% means no effect
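Readout: HTRF IL-2, Eu-cryptate/d2 antibody pair, 320nm excitation, 665nm emission. Stimulus: a-CD3 beads, no co-stimulation. Cells: primary human leukocytes. Exposure: 48 hr with compound.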
Chronic BCR inh: blocks chronic active B-cell receptor signaling; ABC-DLBCL IkBa-CBG/CBR reporter, luminescence ratio, 4 h; Potency, µM (titrated, usually from 46.1 µM), for the others: at the top dose ratio change, negative = lower green/red ratio, actives largely listed as inhibitors; 0.05% of 340,000 active; AID 493014; active means well fitted inhibition curve with a large enough effect in the signal ratio, with a control signal flat, not every such curve was filed as active; inconclusive means small, poorly fitted or top-dose-only effect, or effect the other way, or a change in a side signal; the % refers to the signal ratio;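 further: potency means the concentration at half of the fitted maximal effect; plate controls were basal doxycycline-induced cells for no effect and cells given 10 µM MG132 for full effect; MG132 reads +100%, hits lower the ratio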
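TMD8 human ABC-DLBCL cells with doxycycline-inducible IκBα–green luciferase fusion and unfused red luciferase, in 0.5% FBS medium; compounds up to 46 uM, 4 h at 37C. Green/red luminescence ratio, filter-overlap corrected, fitted to concentration-response curves.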
An asterisk follows results filed as active; i = inactive; ? = inconclusive; · = no result given; [ ] = remark or other dose. Unless noted, the call rests on the fitted dose curve; in most records, active means well fitted curve in the direction sought with a large enough effect; inconclusive means small, poorly fitted or top-dose-only effect, or another doubt; inactive means no such curve, though single readings can be large; an effect the other way counts as inactive or inconclusive.

SMILES | Tb PFK block | Integrin act MD | ASM inhibitor | TSG101-PTAP inh | TSHR antagonist | Mito fusion yeast | A-T KAP1 phos | ELG1 DNA repair | Eya2 inh | TCR activator | Chronic BCR inh
CCN(CC)c1cc(C)c2cc(NC(=O)c3ccc(Br)o3)ccc2n1 | -4% | -24% | 6% | -1% | 2 | 2% | -6% | ? | -11% | -1% | ?
Cc1ccc(C(=O)COC(=O)c2ccccc2NC(=O)c2ccccc2)cc1[N+](=O)[O-] | -8% | -4% | -1% | -2% | -4 | 4% | 3% | ? | -2% | 2%[46.1 µM] | ?
CCOC(=O)c1c[nH]c2c(C(F)(F)F)cccc2c1=O | 4% | 5% | -6% | 0% | -2 | 1% | 3% | 2% | -3% | 4% | -3%
COc1cc2c(cc1OC)C(C(=O)NCC1COc3ccccc3O1)C(c1cccnc1)N(C)C2=O (configuration not stated) | -2% | 17% | 0% | -2% | 9 | -8% | -15% | 2% | 2% | · | 4%
Cc1ccc2nc(N3C(=O)C(O)=C(C(=O)c4cc5ccccc5o4)C3c3cccs3)sc2c1 (configuration not stated) | -2% | -8% | 10% | -1% | -5 | 1% | -1% | ? | 19% | 10% | ?
O=C(CC1C(=O)NCCN1Cc1ccccc1)NCCC1=CCCCC1 (configuration not stated) | 1% | 20% | 7% | -2% | 9 | 0% | 10% | 9% | -15% | -7% | -2%
Clc1cccc(Cl)c1/C=C/c1nc2ccccc2[nH]1 | 0% | 15% | 392%[activator] | -2% | 19 | 25% | 2% | ? | 11% | -5% | -2%
CC1CCC2(CC1)NC(=O)N(CC(=O)c1ccc(Cl)s1)C2=O (configuration not stated) | -2% | 0% | 0% | · | 6 | 1% | -2% | 14% | -5% | 7% | -4%
O=C(CN(CCc1ccccc1)S(=O)(=O)c1ccc(Cl)cc1)N/N=C/c1ccccc1C(=O)O | 7% | -2% | 1% | -5% | -1 | 18% | -2% | 6% | 7% | -1% | -2%
CC(C)C[C@@]12C(=O)N(c3cccc(F)c3)C(=O)N1[C@H](c1ccc(F)cc1)[C@@H]1C(=O)N(C3CCCCC3)C(=O)[C@@H]12 | 0% | -8% | 1% | 1% | -4 | 20% | 18% | 12% | 6% | 0% | 3%
CCCCCC(=O)OC(CN1CCCCCC1)CN1CCCC1=O (configuration not stated) | -8% | 12% | -1% | 19% | 7 | -3% | 3% | 0% | 0% | 4% | 14%
CC(=O)c1ccc(NC(=O)COC(=O)c2ccccc2Sc2ccccc2C#N)cc1 | 10% | 0% | -9% | -9% | 15 | -2% | -1% | ? | -4% | -4%[46.1 µM] | ?
Cc1ccc(S(=O)(=O)N2Cc3ccccc3CC2C(=O)NC(C)(C)C)cc1 (configuration not stated) | -8% | 25% | -1% | -9% | 4 | -2% | -2% | -3% | 1% | -6% | -2%
Cc1cccc(C(=O)NC(=S)Nc2ccc(S(=O)(=O)N(C)c3ccccc3)cc2)c1 | 0% | -11% | -3% | -1% | -19 | 1% | 6% | ? | -19% | 1% | 0%
COc1ccc(N2C(=O)CSC2c2ccccc2[N+](=O)[O-])cc1 (configuration not stated) | 4% | -11% | 1% | 2% | -3 | 1% | -1% | -9% | -7% | -30% | 0%
Cc1noc(NS(=O)(=O)c2ccc(N/C=C\C(=O)c3ccc4c(c3)OCO4)cc2)c1C | 2% | -2% | 11% | 1% | -9 | 3% | 2% | ? | -7% | · | 7%
COc1ccc(/C(N)=N/OC(=O)COc2ccccc2Cl)cc1 | -1% | 5% | 0% | -3% | -2 | 21% | 3% | ? | -2% | -1%[46.1 µM] | ?
COc1ccc(C2C3=C(CC(C)(C)CC3=O)Nc3c2c(=O)n(C)c(=O)n3C)cc1OC (configuration not stated) | 10% | 1% | i | 0% | -3 | 3% | -4% | 8% | -10% | -2% | -21%
c1cnc2nc(CSc3ncn[nH]3)cn2c1 | -2% | ? | 4% | -2% | 11 | -3% | -1% | 4% | -5% | -6% | 3%
CCOc1ccc(NC(=O)C2C3CCC4C(CCC32)C4(Cl)Cl)cc1 (configuration not stated) | -7% | ? | -3% | 66%[activator] | -1 | -5% | 3% | 8% | -4% | 1% | 6%
O=C(/C(=C(\O)c1ccccc1)c1nc2ccccc2[nH]1)c1ccccc1 | -3% | -2% | -5% | -1% | -7 | 3% | 2% | -20% | -6% | -2% | 8%
Cc1csc(NC(=O)CCc2c(C)nc3cc(-c4cccc(F)c4)nn3c2C)n1 | -3% | 12% | 0% | -1% | -9 | 5% | 29% | ? | -2% | -1% | ?
COc1ccccc1OCc1csc(NC(=O)c2ccco2)n1 | 1% | 12% | 1% | -9% | -1 | 4% | 4% | ? | 4% | 0% | ?
C=CC[n+]1c(-c2ccc(Cl)cc2Cl)csc1Nc1c(C)n(C)n(-c2ccccc2)c1=O | -8% | -52%[inhibitor] | -2% | 1% | -9 | 10% | -2% | ? | -5% | -1% | ?
Cc1nn(C)c(C)c1S(=O)(=O)N1CCc2ccccc21 | 3% | -1% | 4% | -6% | -17 | 2% | 1% | -1% | -4% | 2% | -2%
COC(CN(C)C(=O)c1ccc(CS(=O)(=O)c2ccccc2C)o1)OC | -3% | 16% | 3% | 1% | -1 | -8% | -8% | 1% | 4% | 5% | 0%
O=C1c2ccccc2NC2(CCCCC2)N1N=C1CCCCC1 | -1% | 21% | 93%[activator] | 0% | 4 | -6% | 7% | 2% | 3% | 6%[46.1 µM] | -5%
COc1cc(CNC(C)(C)C)cc(Br)c1OCc1cccs1 | -1% | -55%[inhibitor] | 0% | -1% | -5 | -20% | 4% | -17% | -3% | -5%[46.1 µM] | 9%
O=C(CN1CCSC1=NCc1ccccc1)c1ccc(Cl)c(Cl)c1 | 9% | 1% | -1% | 2% | 2 | -1% | -3% | 4% | -3% | 1%[46.1 µM] | -5%
Cc1ccn2cc(-c3cccc(S(=O)(=O)N4CCCC4)c3)nc2c1 | 2% | ? | 1% | -5% | -12 | -19% | 10% | -6% | -11% | -2% | 0%
O=C(CCc1ccc(S(=O)(=O)N2CCOCC2)cc1)N/N=C/c1cccc(O)c1 | -1% | -23% | 2% | -2% | -3 | -3% | 9% | -5% | -3% | -3%[46.1 µM] | 0%
O=C(CC1C(=O)NCCN1CC1CCCCC1)NCCc1ccc(F)cc1 (configuration not stated) | -4% | 16% | 19% | -8% | -5 | 0% | -1% | 1% | -11% | 0% | 9%
CCc1ccc(OCC(=O)N(C)C2CCS(=O)(=O)C2)cc1 (configuration not stated) | 10% | 25% | 0% | 2% | 13 | -2% | 3% | -21% | -5% | 0% | 2%
CCCOc1ccccc1C(=O)N(Cc1ccc(C)o1)C1CCS(=O)(=O)C1 (configuration not stated) | 0% | 4% | 2% | -9% | -10 | 1% | -6% | 15% | 5% | -3% | 10%
CC1CCCCN1S(=O)(=O)c1ccc(C(=O)Nc2sccc2C(N)=O)cc1 (configuration not stated) | ? | -34% | -5% | -2% | 17 | -5% | 15% | -21% | -3% | -2% | ?
CC(=O)[C@@H]1[C@@H](C(=O)c2ccc(C)cc2)[C@]2(C(=O)Nc3ccccc32)[C@H]2C=Cc3cc(F)ccc3N12 | -6% | -30%[inhibitor] | 0% | -1% | 18 | -1% | -2% | -14% | 5% | 9% | ?
CCCCn1c(-c2ccncc2)nc2c1c(=O)[nH]c(=O)n2CC(C)C | 2% | -20% | 2% | -1% | -8 | 1% | 11% | -11% | 4% | 2% | 0%
